# Assay outcomes: PubChem BioAssay, National Center for Advancing Translational Sciences (NCATS)
# ELG1 repair inh = qHTS screen for small molecules that inhibit ELG1-dependent DNA repair in human embryonic kidney (HEK293T) cells expressing luciferase-tagged ELG1; Potency, µM (series often up to 46.1 µM), for inactives: at the highest dose activity change, negative = inhibition, usual class: inhibitors; HEK293T ELG1-luciferase reporter, luminescence, 16 h; DNA damage induced by 5-fluorouridine; 2.3% of 330,000 active; also: potency is read from the fitted curve at half-maximal effect; % is scaled to controls: 0 for no effect and ±100 for the full control effect; nearly all actives have a fitted effect of over 55% in size
#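 Quantitative HTS, concentration-response format. 2,000 cells/well co-treated with 5-fluorouridine and compound, 16 hr in 5% CO2 at 37 °C; ONE-Glo luminescence read after 30 min.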
# RORg inh = qHTS for inhibitors of ROR gamma transcriptional activity; Nuclear receptor ROR-gamma (Mus musculus), P51450; Drosophila S2 Gal4-RORgamma UAS-luciferase reporter, 20 h; Potency, µM (top dose mostly 53.6 µM), for inactives: top-dose activity change, negative = inhibition, most hits filed as inhibitors; 5.4% of 310,000 active; AID 2551, 2010; also: potency is read from the fitted curve at half-maximal effect; % is scaled to controls: 0 for no effect and ±100 for the full control effect; nearly all actives have a fitted effect of over 60% in size
# Target sequence (P51450 whole entry, looked up, the tested form may be a part): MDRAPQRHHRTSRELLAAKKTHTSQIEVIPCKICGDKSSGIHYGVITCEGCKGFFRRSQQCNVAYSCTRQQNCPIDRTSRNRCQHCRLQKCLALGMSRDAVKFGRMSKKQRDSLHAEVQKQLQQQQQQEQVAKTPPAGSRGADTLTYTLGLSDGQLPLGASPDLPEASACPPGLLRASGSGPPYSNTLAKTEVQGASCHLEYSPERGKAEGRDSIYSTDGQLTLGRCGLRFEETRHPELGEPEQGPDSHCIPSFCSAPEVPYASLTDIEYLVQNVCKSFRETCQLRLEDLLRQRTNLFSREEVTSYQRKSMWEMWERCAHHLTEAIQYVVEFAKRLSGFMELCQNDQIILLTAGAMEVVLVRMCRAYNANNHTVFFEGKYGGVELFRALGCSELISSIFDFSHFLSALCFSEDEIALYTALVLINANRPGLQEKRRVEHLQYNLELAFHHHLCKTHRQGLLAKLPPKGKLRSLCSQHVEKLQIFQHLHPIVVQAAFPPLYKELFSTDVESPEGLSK
#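 A Gal4/UAS one-hybrid system in insect cells: metallothionein-promoter Gal4–ROR gamma fusion plus Photinus luciferase reporter. Copper sulfate 700 uM final, 20 hr ambient incubation, luminescent detection after 10 min with reagent.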
# Rab9 promoter act = qHTS Assay for Rab9 Promoter Activators. Huh7 Rab9 promoter-luciferase reporter, luminescence, 24 h. Potency, µM (series often up to 9.22 µM), inactives show top-dose activation, negative = inhibition, hits mostly activators. 2.8% of 320,000 active; also: potency is read from the fitted curve at half-maximal effect; % of control where 0% means no effect; nearly all actives have a fitted effect of over 60% in size
#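 Luminescence from Amplite-detected luciferase (10 minutes, ambient) reports Rab9 promoter activation. Before that, stable Rab9-luciferase Huh7 cells (1500/well, reduced-serum OP-MEM I plus 10% FBS) were exposed to compound for 24 hours at 37C.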
# MBNL1-CUG inh = qHTS Assay for Inhibitors of MBNL1-poly(CUG) RNA binding; 0.036% of 280,000 active; AID 2675, 2010; Potency, µM (highest dose often 57.5 µM), for inactives: at the top dose activity change, negative = inhibition, hits mostly inhibitors; TR-FRET MBNL1-His/biotin-(CUG)12 binding, 665/545 ratio; active = well fitted inhibition curve with a large enough effect in the signal ratio, with a control signal flat, not every such curve was filed as active; inconclusive = small, poorly fitted or top-dose-only effect, or effect the other way, or a change in a side signal; inactive = no such curve, though single readings can be large or run the other way; the % refers to the signal ratio; also: potency is read from the fitted curve at half-maximal effect; % is scaled to controls: 0 for no effect and ±100 for the full control effect
#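 His-tagged MBNL1 binding to biotinylated (CUG)12 RNA was measured by TR-FRET using terbium anti-His antibody (0.055 ng/ul final) and streptavidin-XL665 (5 nM final). Compounds were titrated 92 nM to 58 uM; 60 min at room temperature.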
# KCNH2 3.1 block = qHTS for Inhibitors of KCHN2 3.1: Mutant qHTS. activity change, % (tested at about 1.8 µM). AID 720553, 2013. 0.95% of 340,000 active. U2OS KCNH2 3.1, thallium flux FluxOr; active compounds read low;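 active = maximum activity change below -70%; inconclusive = maximum activity change from -70% to -50%; inactive = maximum activity change above -50%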;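 also: thallium influx rate constant from kinetic fluorescence after stimulation buffer; % is scaled to controls: 0 for no effect and ±100 for the full control effect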
#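 Kinetic fluorescence (2 min after stimulation buffer) measures Tl+ influx through KCNH2 3.1 expressed by viral transduction in U2OS cells; the rate constant is normalized against DMSO controls serving as positive and negative references.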
# VP16 counter = VP16 counterscreen qHTS for inhibitors of ROR gamma transcriptional activity. Drosophila S2 Gal4-VP16 UAS-luciferase, luminescence, 20 h. Potency, µM (series often up to 53.6 µM), without a hit: at the highest dose activity, negative = inhibition, usual class: inhibitors. 3.5% of 310,000 active. AID 2546, 2010;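 also: Gal4-VP16 expression switched on by copper sulfate through the metallothionein promoter; potency is read from the fitted curve at half-maximal effect; % is scaled to controls: 0 for no effect and ±100 for the full control effect; nearly all actives have a fitted effect of over 50% in size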
# FLuc counter = qHTS profiling assay for firefly luciferase inhibitor/activator using purifed enzyme and Km concentrations of substrates (counterscreen for miR-21 project). Potency, µM (top dose mostly 57.5 µM), for inactives: at the top dose activity change, negative = inhibition, actives largely listed as inhibitors. Luciferin 4-monooxygenase (Photinus pyralis), P08659. 6.9% of 360,000 active. purified FLuc, Km substrates, luminescence inhibition;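 also: potency is read from the fitted curve at half-maximal effect; plate controls were vehicle for no effect and reference inhibitor for full effect; nearly all actives have a fitted effect of over 55% in size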
# Target sequence (P08659 whole entry, looked up): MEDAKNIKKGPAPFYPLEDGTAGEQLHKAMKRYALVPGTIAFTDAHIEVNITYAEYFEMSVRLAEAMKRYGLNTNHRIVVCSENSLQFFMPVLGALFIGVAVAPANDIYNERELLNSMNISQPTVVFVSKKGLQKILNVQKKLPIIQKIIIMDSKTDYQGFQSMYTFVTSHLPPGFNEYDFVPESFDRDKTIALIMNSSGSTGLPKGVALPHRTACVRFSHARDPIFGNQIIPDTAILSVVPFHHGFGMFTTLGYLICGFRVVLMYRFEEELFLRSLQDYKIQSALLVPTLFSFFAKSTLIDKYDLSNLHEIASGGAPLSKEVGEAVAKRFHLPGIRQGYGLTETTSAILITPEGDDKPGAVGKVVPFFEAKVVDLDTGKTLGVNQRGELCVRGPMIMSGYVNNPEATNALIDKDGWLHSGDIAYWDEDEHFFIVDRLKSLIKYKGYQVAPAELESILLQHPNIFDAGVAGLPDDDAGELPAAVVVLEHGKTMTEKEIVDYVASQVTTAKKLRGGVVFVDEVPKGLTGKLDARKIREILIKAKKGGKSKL
#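 Biochemical qHTS of compounds, final roughly 60 µM downward over six points, against 10 nM purified firefly luciferase using Km concentrations of substrates (10 uM D-luciferin, 10 uM ATP) in Tris acetate pH 7.5 buffer; luminescence output.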
# NPC1 prom act = qHTS Assay for NPC1 Promoter Activators. Huh7 NPC1 promoter luciferase reporter, 24 h. Potency, µM (highest dose often 9.22 µM), for inactives: at the highest dose activation, usual class: activators. 2.4% of 320,000 active. AID 485313, 2010;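 also: potency is read from the fitted curve at half-maximal effect; % of control where 0% means no effect; nearly all actives have a fitted effect of over 60% in size; reporter is driven by a mutant NPC1 promoter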
#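 Stable NPC1-promoter luciferase Huh7 line; cpd (DMSO) 24 h, 37 °C, 5% CO2; Amplite luciferase reagent 10 min RT; luminescence readout. qHTS format.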
# Menin MLL FP TR = qHTS Assay for Inhibitors Targeting the Menin-MLL Interaction in MLL Related Leukemias: Competition With Texas Red Labeled MLL-derived Mutant Peptide; AID 1768, 2009; O00255; 0.23% of 270,000 active; Menin + Texas Red MLL mutant peptide, fluorescence polarization; Potency, µM (series often up to 61.6 µM), inactives show at the highest dose FP activity change, negative = inhibition, hits mostly inhibitors; active = well fitted inhibition curve with a large enough effect in the polarisation, with a control signal flat, not every such curve was filed as active; inconclusive = small, poorly fitted or top-dose-only effect, or effect the other way, or a change in a side signal; inactive = no such curve, though single readings can be large or run the other way; the % refers to the polarisation; also: potency is read from the fitted curve at half-maximal effect; % of control where 0% means no effect; many of its hits are not listed in these tables
# PKM2 act = qHTS Assay for Activators of Human Muscle isoform 2 Pyruvate Kinase. Pyruvate kinase PKM (Homo sapiens), P14618. purified PKM2, Kinase-Glo ATP luminescence, activation; response scale: 0% is enzyme alone, no compound. Potency, µM (top dose mostly 57.5 µM), for the others: at the top dose activation, actives largely listed as activators. 0.34% of 260,000 active; also: potency is read from the fitted curve at half-maximal effect; % is scaled to controls: 0 for no effect and ±100 for the full control effect; nearly all actives have a fitted effect of over 55% in size
#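 Kinase-Glo luminescence reports ATP generated from ADP (0.1 mM) and PEP (0.5 mM) by purified hPK-M2 after 1 h at room temperature, pH 7.2 imidazole buffer; intermediate enzyme activity allows detecting inhibitors and activators.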
# Mito fusion act = qHTS Assay for Small Molecule Inhibitors of Mitochondrial Division or Activators of Mitochondrial Fusion | S. cerevisiae fusion-defective mutant growth rescue, CellTiterGlo 48 h | Potency, µM (series often up to 46.1 µM), for the others: at the highest dose growth rescue (activation), hits mostly activators | 0.23% of 320,000 active | AID 485298, 2010;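 also: potency is read from the fitted curve at half-maximal effect; % of control where 0% means no effect; nearly all actives have a fitted effect of over 45% in size; temperature-sensitive fusion mutants such as fzo1-1 at 37 °C on non-fermentable ethanol glycerol medium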
#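 Compounds are tested for their ability to restore growth of mitochondrial fusion-defective yeast strains at non-permissive 37C in YPEG medium over 48 hours. Viability is quantified by luciferase luminescence.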
# * marks the source's active call; other numbers are inactive results; ? = inconclusive; / = not tested or not shown; [ ] = another dose, or the depositor's remark. Unless noted, calls follow the shape of the dose curve; as a rule, active = well fitted curve in the direction sought with a large enough effect; inconclusive = small, poorly fitted or top-dose-only effect, or another doubt; inactive = no such curve, though single readings can be large; an effect the other way counts as inactive or inconclusive. The list is partial (hit frequency here may not be typical).
SMILES,ELG1 repair inh,RORg inh,Rab9 promoter act,MBNL1-CUG inh,KCNH2 3.1 block,VP16 counter,FLuc counter,NPC1 prom act,Menin MLL FP TR,PKM2 act,Mito fusion act
O=C(N/N=C\C=C\c1ccc2c(c1)OCO2)c1cccnc1,?,5.62µM*,3.4%,?,5.1,11.2µM*,16.9µM*,7.9%,-0.7%,4.4%,-6.0%
CCN(CC)CCN(Cc1cc2cc3c(cc2[nH]c1=O)OCO3)C(=S)NC,-12.5%,-16.0%,-5.0%,3.6%,37.9,-5.1%,1.2%,0.4%,0.8%,0.1%,-0.8%
CN(C)/C=C/C(=O)c1cccc(Cl)c1,?,11.3%,-1.8%,-6.0%,-1.2,10µM*,-3.2%,7.8%,3.3%,0.7%,6.5%
CCn1c(=O)c(=O)[nH]c2cc(C(=O)N3CCN(c4ccccc4F)CC3)ccc21,-4.2%,-30.5%,-2.8%,-1.8%,-10.2,5.9%,3.9%,1.1%,?,3.1%,-0.6%
CC(=O)Nc1sc(N)nc1-c1ccccc1,0.4%,11.8%,-7.0%,-5.0%,-1.8,-2.8%,0.1%,-2.4%,1.2%,0.0%,4.6%
CSc1nsc2nc(=O)c(/C=C3\C=Nc4ccccc43)c(N)n12,?,?,28.4%,8.1%,21.1,29.4%,16.9µM*,14.0%,?,-11.1%,1.2%
CC(OC(=O)c1cccnc1Cl)C(=O)NCc1ccccc1 (stereo unspecified),2.5%,/,-1.3%,/,2.6,/,0.4%,5.6%,/,/,-1.7%
CCCCC(=O)Nc1nnc(S(=O)(=O)N(C)Cc2ccco2)s1,3.2%,32.9%,-6.4%,-1.9%,10.9,-3.1%,1.2%,-1.7%,/,/,9.7%
CCOC(=O)c1nc(NCc2ccccc2F)c2ccccc2n1,-22.0%,3.3%,-2.4%,5.9%,-10.7,-5.3%,5.7%,-3.0%,-7.7%,2.1%,-0.3%
CCOC(=O)C1CC2CC(C1)CN(C(=O)C1CCCCC1)C2 (stereo unspecified),8.6%,-9.8%,-1.6%,/,6.6,12.8%,-1.6%,-27.2%,?,-1.8%,4.4%
CNC(=O)COC(=O)c1ccc(Cl)c(S(=O)(=O)N2CCCC2)c1,-0.2%,17.9%,-1.9%,6.7%,-5.8,-16.1%,-0.3%,-5.3%,11.0%,-10.7%,-2.5%
Cc1c(C(=O)Nc2nc3ccccc3[nH]2)oc2c(Cl)cccc12,?,10.2%,23.5%,-13.0%,/,6.31µM*,-16.3%,13.3%,-11.0%,-19.1%,9.3%
CC(C)CCNC(=O)NC(=O)COC(=O)C1CCN(S(=O)(=O)c2ccccc2F)CC1,8.9%,-6.0%,-6.6%,-8.1%,-5.5,-3.5%,3.5%,-3.6%,14.0%,4.9%,-0.5%
O=C(COC(=O)c1cc(Cl)ccc1O)NNC(=O)c1ccc([N+](=O)[O-])cc1,24.0%,/,-5.3%,/,-4.2,/,0.0%,-4.0%,/,/,-6.1%
N#Cc1c(/N=C/c2ccc(-c3ccc(C(=O)O)c(Cl)c3)o2)sc2c1CCCC2,?,/,-3.6%,/,-3.3,/,2.39µM*,0.6%,/,/,4.1%
CCc1ccc2c(c1)c1nc(C)sc1n2CC,0.4%,10µM*,3.3%,-19.5%,-3.1,11.2µM*,19µM*,-5.8%,-3.5%[11.7 µM],3.5%,-4.4%
O=C1CC(c2ccccc2)c2ccccc21 (stereo unspecified),-1.1%,-9.6%,-10.5%,-6.0%,3.1,-6.2%,-2.6%,-3.9%,-9.4%,-3.9%,9.5%
Cc1ccc(NC(=O)CC2NCCNC2=O)cc1 (stereo unspecified),?,29.3%,0.0%,0.4%,-2.5,9.0%,3.0%,1.0%,9.1%,0.3%,-2.8%
CC(C)(C)c1cc2nc3c(c(=O)n2[nH]1)CN(Cc1ccccc1)C3=O,12.2%,-5.7%,-2.4%,/,-1.4,9.0%,-0.9%,-1.6%,/,-0.5%,3.2%
O=C1OC(c2ccc(Br)cc2)=N/C1=C\c1ccco1,12.3%,-34.4%,14.7%,9.6%,5.2,-29.5%,?,-3.5%,9.7%,/,-0.8%
COc1cc(C2NC(=O)NC(c3ccccc3)=C2C(C)=O)c(Br)cc1OCC(N)=O (stereo unspecified),8.0%,?,1.5%,-7.0%,-2.0,0.5%,2.9%,0.5%,-10.7%,-25.8%,2.7%
CO/N=C(/CNC(=O)c1ccc(Cl)cc1Cl)c1ccc(Cl)cc1,8.7%,-12.8%,3.5%,1.4%,-1.7,-5.3%,2.7%,-0.5%,-21.0%,-0.5%,3.4%
Cc1onc(-c2ccccc2Cl)c1C(=O)Nc1sc2c(c1C#N)CCC2,?,?,1.3%,6.5%,-15.2,?,9.0%,-0.5%,36.9%[activator],-8.7%,13.4%
CC1(c2ccc3noc(-c4ccccc4)c3c2)OCCO1,?,-8.8%,0.8%,4.2%,-12.8,-1.5%,-0.3%,-5.7%,-1.2%,2.9%,4.1%
COc1ccc(NC(=O)c2cc(-c3ccc(C)cc3)on2)cc1OC,1.3%,-7.2%,3.8%,6.0%,-31.8,-1.8%,0.4%,-0.7%,0.4%,-3.5%[11.5 µM],0.2%
# The listing continues:
SMILES,ELG1 repair inh,RORg inh,Rab9 promoter act,MBNL1-CUG inh,KCNH2 3.1 block,VP16 counter,FLuc counter,NPC1 prom act,Menin MLL FP TR,PKM2 act,Mito fusion act
Cc1cc(C)n(Cc2ccc(Cl)c(Cl)c2)c(=O)c1S(=O)(=O)c1ccccc1,4.7%,-5.2%,-0.4%,0.6%,-17.8,?,3.4%,-3.5%,10.5%,2.7%,-3.3%
Cc1cc(Cc2ccc([N+](=O)[O-])cc2)c(C)cn1,?,2.4%,-0.6%,?,-1.8,-1.6%,-0.7%,-1.4%,5.4%,-0.6%,-6.0%
CCOC(=O)N/N=C/c1c(C)nn(-c2cccc(C(F)(F)F)c2)c1Cl,18.4µM*,?,-24.8%,-9.2%,-5.1,-7.0%,-3.8%,-24.0%,2.6%,-1.2%,?
Cc1ccc(-c2nc3ncccc3o2)cc1N,?,-29.1%,3.55µM*,15.1%,19.9,6.7%,15.1µM*,3.98µM*,-0.2%,2.7%[11.5 µM],0.0%
COc1cc(C(=O)N(C)C2CCCN(Cc3ccccc3F)C2)cc(OC)c1OC (stereo unspecified),2.0%,5.2%,-6.4%,-1.6%,0.5,6.1%,-1.1%,0.7%,0.2%,4.1%,-1.3%
Cc1nn(C(C)(C)C)c(OC(=O)CC(C)C)c1S(=O)(=O)c1ccccc1,-4.0%,3.7%,21.3%,-11.0%,?,5.1%,-0.6%,-1.3%,?,/,-12.3%
CCC(C)(C(=O)Nc1ccccc1C)N(C(=O)CNC(C)=O)c1ccccc1C (stereo unspecified),12.9%,-0.6%,-3.1%,-10.5%,4.4,-4.1%,-0.2%,-1.4%,8.3%,1.4%,-4.6%
O=C(C1CCN(S(=O)(=O)c2ccc3c(c2)OCCO3)CC1)N1CCc2ccccc21,23.1µM*,15.7%,-8.9%,-6.3%,-6.7,0.8%,2.1%,-11.7%,9.4%,3.9%,-8.0%
CCOC(=O)C(Cc1ccccc1)c1ccnc2nc(N)nn12 (stereo unspecified),?,35.7%,2.1%,-2.5%,-3.0,4.2%,1.2%,-2.6%,-2.4%,-8.2%,0.5%
O=C(CSc1nnc(CNC(=O)c2ccccc2F)o1)NCC1CCCO1 (stereo unspecified),6.6%,6.2%,1.8%,-11.8%,-0.9,-1.8%,-1.6%,-0.5%,1.2%,-1.3%,0.4%
Cc1cc(=O)[nH]c(SCC(=O)N2CCC(C(N)=O)CC2)n1,?,3.8%,5.1%,2.7%,6.1,-3.3%,2.8%,-2.9%,0.1%,-1.8%,-4.1%
OCCOc1ccc(C2=NCCO2)cc1,29.3%,?,13.6%,0.9%,-28.7,18.9%,-17.7%,2.3%,0.9%,-6.1%,3.5%
